VIM-2 inhibitor: inhibitors of Pseudomonas aeruginosa VIM-2 metallo-beta-lactamase; 290,000 tested, 0.89% active; AID 1527; purified VIM-2, nitrocefin hydrolysis, epi-absorbance fluorescence; inhibition, % at 5.6 µM;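 active means inhibition above the mean of all tested compounds plus 3 SD, cutoff set per screening run, cut at about 7.5% in these data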;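 further: red hydrolysis product quenches plate fluorescence so inhibitors raise well fluorescence; 0% = enzyme with DMSO and 100% = DMSO without enzyme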
CRFBP-R2 block: antagonists of CRF-binding protein/CRF-R2 receptor complex; HEK293 CRF-R2/CRF-BP, CRF-induced calcium fluorescence; 350,000 tested, 0.59% active; AID 588475; inhibition, % at 11.8 µM;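 active means inhibition of the ligand-induced calcium signal above about 50% at the single tested concentration, limit read from the data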
NS3 helicase inh: HCV NS3 helicase inhibition; NS3 helicase DNA unwinding, Cy5 molecular beacon fluorescence; inhibition, % at 10.9 µM; 290,000 tested, 0.56% active; AID 1800;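 active means inhibition above the mean of all tested compounds plus 3 SD, set per campaign, cut at about 35% in these data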;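 further: 0% = DMSO wells and 100% = thioflavine S control wells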
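Measured by: Cy5 fluorescence, 0 and 60 min reads / Assay system: NS3 helicase fragment of HCV / Control set: low DMSO, high thioflavine S at 110 µM / Times: 1 h reaction at 25 °C, ATP-initiated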
IDE cell activ: IDE (human) activation, cell-based. 340,000 tested, 0.073% active. activation, % at 5.96 µM. AID 493087. P14735. HEK cells, FAbeta-B cleavage, fluorescence polarization; 0% vehicle, 100% cell-free pure enzyme wells;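 active means activation above the mean of all tested compounds plus 3 SD, set per screening campaign, cut at about 17% in these data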
Target sequence (P14735 whole entry, looked up): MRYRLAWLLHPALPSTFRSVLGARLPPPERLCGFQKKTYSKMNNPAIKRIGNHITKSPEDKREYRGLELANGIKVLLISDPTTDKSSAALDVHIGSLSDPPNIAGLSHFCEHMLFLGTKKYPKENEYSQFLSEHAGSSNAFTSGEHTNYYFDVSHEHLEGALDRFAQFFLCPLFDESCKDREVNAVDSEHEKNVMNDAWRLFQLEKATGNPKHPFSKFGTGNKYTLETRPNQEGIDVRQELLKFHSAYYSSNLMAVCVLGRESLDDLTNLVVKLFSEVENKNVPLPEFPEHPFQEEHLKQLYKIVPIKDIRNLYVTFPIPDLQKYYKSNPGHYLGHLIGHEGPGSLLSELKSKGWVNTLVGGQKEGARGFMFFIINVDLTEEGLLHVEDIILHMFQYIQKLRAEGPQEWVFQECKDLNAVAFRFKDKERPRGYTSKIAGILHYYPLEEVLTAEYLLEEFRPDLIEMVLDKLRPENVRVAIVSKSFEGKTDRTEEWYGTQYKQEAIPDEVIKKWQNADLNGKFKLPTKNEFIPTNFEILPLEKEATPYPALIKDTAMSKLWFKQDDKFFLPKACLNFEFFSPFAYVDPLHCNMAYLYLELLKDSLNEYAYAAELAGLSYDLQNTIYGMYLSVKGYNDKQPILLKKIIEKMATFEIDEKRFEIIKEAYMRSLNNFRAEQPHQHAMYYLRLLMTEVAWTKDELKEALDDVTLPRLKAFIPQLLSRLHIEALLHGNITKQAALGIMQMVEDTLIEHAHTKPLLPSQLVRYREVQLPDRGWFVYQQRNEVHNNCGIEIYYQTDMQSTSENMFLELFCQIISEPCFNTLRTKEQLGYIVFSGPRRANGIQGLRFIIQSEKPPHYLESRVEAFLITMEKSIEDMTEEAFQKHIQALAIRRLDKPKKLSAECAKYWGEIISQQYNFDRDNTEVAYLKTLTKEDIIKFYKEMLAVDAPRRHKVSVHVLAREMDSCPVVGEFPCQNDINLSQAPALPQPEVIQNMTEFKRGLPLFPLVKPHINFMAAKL
IDE cell inh: cellular human IDE inhibition; AID 434962; HEK cells, FAbetaB cleavage, fluorescence polarization; 320,000 tested, 0.41% active; P14735; inhibition, % at 5.59 µM;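 active means percent inhibition above the average of all tested compounds plus 3 SD, set per screening campaign, cut at about 16% in these data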;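 further: IDE supplied by intact live HEK cells; FP after avidin binding of uncleaved biotin substrate so inhibition keeps polarization high; 0% = DMSO wells and 100% = 60 µM reference IDE inhibitor Ii1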
IMP-1 inh: blocks Pseudomonas aeruginosa IMP-1 metallo-beta-lactamase; 290,000 tested, 0.45% active; inhibition, % at 5.6 µM; purified IMP-1, nitrocefin hydrolysis, epi-absorbance fluorescence;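 active means inhibition above the mean plus 3 SD of all compounds in the same screening run, cut at about 4.5% in these data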;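 further: 0% = IMP-1 with DMSO and 100% = DMSO wells lacking enzyme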
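System: purified IMP-1; amount: IMP-1 0.2 nM before substrate addition; compound: single dose, 5.6 µM; times: 25 °C, 15 min preincubation, 25 min reaction; signal: Epi-absorbance via hydrolysed-nitrocefin quenching of white-plate fluorescence, 480/530 nm, EDTA stop; benchmarks: DMSO with and without IMP-1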
pCIP destab: lowers stability of the mouse p/CIP coactivator protein; decrease of EGFP signal, % at 10 µM; AID 1984; 290,000 tested, 0.01% active; F442A p/CIP-EGFP cells, EGFP fluorescence, 16 h;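 active means EGFP signal decrease of at least 30% at 10 µM or well 3 SD below plate mean, unless failing retest; inactive means the rest, including hits failing retest or dose response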; further: some compounds called inactive have numbers as strong as hits; many of its hits are not listed in these tables
GalR3 antagonist: antagonists of human GalR3 | O60755 | 360,000 tested, 0.44% active | inhibition, % at 3 µM | AID 651719 | HEK293 GalR3-CNG cAMP membrane potential fluorescence; galR3 body fused to GalR1 C-terminus;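 active means inhibition above the screen-wide average plus 3 SD, cut at about 13% in these data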;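 further: forskolin and galanin both at EC90 stimulate the cells; cAMP rise reported by CNG channel membrane potential dye signal; 0% = forskolin plus galanin with DMSO and 100% = forskolin alone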
SUMO HTRF inh: SUMOylation inhibition; P63279; HTRF SUMOylation assay, SAE1/SAE2 + UBC9, in vitro; inhibition, % at 35 µM; 290,000 tested, 0.36% active; in the data active means inhibition above about 50%, passing the limit was not always enough; further: strong numbers were not always called active
Active calls of the source: *; nt = not tested or not shown; & = joins results of further samples.

SMILES	VIM-2 inhibitor	CRFBP-R2 block	NS3 helicase inh	IDE cell activ	IDE cell inh	IMP-1 inh	pCIP destab	GalR3 antagonist	SUMO HTRF inh
O=C(c1cccc(S(=O)(=O)Nc2cccc(C(F)(F)F)c2)c1)N1CCOCC1	-2.5	-10	-5	7	1	-3.2	0	-4	23
C=CCNC(=S)N1CC2(C)CN(C(=S)NCC=C)CC(C)(C1)C2=O	-4.4	-6	1	5	6	-3.3	8	-4	-2
Cc1nc(C)c(C(=O)OCC(=O)NCc2ccccc2)s1	nt	4	nt	4	-2	nt	nt	1	nt
CCOC(=O)Cc1csc(N/N=C\c2ccccc2OC)n1	-1.1	8	-3	7	-6	-0.2	-15	-14	9
Cc1nc2ccc(NC(=O)N3CCN(c4ccccn4)CC3)cc2s1	1.2	13	-7	0	5	-1.7	4	-4	6
COc1cccc(C(=O)N2CCN(C(=O)c3cccc4ccccc34)CC2)c1OC	-3.1	-7	-2	-1	0	-3.0	1	0	18
CC1CCCCN1C(=O)Cc1ccc(F)cc1 (stereo unspecified)	-0.3	1	6	-2	-1	-2.7	-12	-1	-6
Cc1[nH]n(-c2ccccc2)c(=O)c1N=Nc1ccccc1C(=O)O	-0.8	14	28	5	-5	-2.1	-1	-12	8
O=C(C1CCCCN1S(=O)(=O)c1ccccc1[N+](=O)[O-])N1CCOCC1 (stereo unspecified)	-2.7	-12	-5	5	4	-2.9	-4	-4	4
Cn1ccnc1SCC(=O)Nc1cccc(C(F)(F)F)c1	0.2	17	0	-3	7	-1.1	-2	-10	10
C=CC[C@@H](CC(=O)N(CCO)Cc1ccccc1)C(=O)NCCOC(=O)[C@@H](CC=C)Cc1ccc(F)cc1	nt	8	nt	2	-2	nt	nt	-9	nt
Cn1c(=O)n(C)c2cc(NC(=O)c3ccc(F)cc3)ccc21	-0.7	6	2	0	-3	-0.6	-24	-7	-7
CC1=C(C#N)C(c2ccccc2O)C(C#N)=C(C)N1	2.6	-9	0	2	1	0.0	15	-3	1
CC(C)NC(=O)Nc1ccc2c(c1)C(=O)N([C@H](C)CO)C[C@H](C)[C@@H](CN(C)S(=O)(=O)c1ccccc1)O2	nt	-7	nt	3	2	nt	nt	-4	nt
CC(C)CNC(=O)Nc1ccccc1F	-2.7	-7	-2	2	0	-2.8	1	0	3
CCOC(=O)C(O)(CC(=O)c1ccc(OC)cc1)C(F)(F)F (stereo unspecified)	-0.3	13	-2	4	-2	-0.1	-12	-5	-27
CN(C)C(=O)c1ccc(=O)n(Cc2ccc(Cl)cc2Cl)c1	-2.5	16	2	2	-2	-4.4	-7	-8	9
O=C(CCc1ccc(S(=O)(=O)NCc2ccccc2)cc1)NCc1ccco1	-3.4	-8	7	1	-2	-0.3	-12	-4	8
FC(F)(F)c1cccc(NC(=S)N2CCCCCC2)c1	0.7	4	-6	-1	6	-1.9	-6	3	-17
O=C(Nc1cccc(-n2cccn2)c1)C1CCCN(Cc2cccc(F)c2F)C1 (stereo unspecified)	-0.9	-12	-22	-3	1	-0.1	-13	2	12
COc1ccc(CN=C(NS(=O)(=O)c2cccs2)SC)cc1	-2.4	18	-11	3	3	-1.5	-10	-3	-2
O=C(Cc1ccccc1[N+](=O)[O-])NCc1ccc(Cl)cc1	-2.6	24	4	0	4	-3.1	-16	-2	-4
Cc1ccc(-c2nc(C3CCCN(S(=O)(=O)c4ccc(C)cc4)C3)no2)cc1 (stereo unspecified)	-3.8	-3	3	-2	2	-5.2	-3	1	-8
Cc1ccccc1N1CCN(Cc2c[nH]c3ccccc23)CC1	-2.5	-39	-15	2	-6	-2.6	-5	-11	-1
CN1CCN(c2ccc(NC(=O)c3ccc(C(F)(F)F)cc3)cn2)CC1	-0.1	9	-12	2	0	-3.3	5	-1	11
CC(=O)Nc1ccc(S(=O)(=O)N[C@@H](C)C(=O)NC2CCCc3ccccc32)cc1 (stereo partly specified)	nt	-5	nt	2	-1	nt	nt	-3	nt
CCc1ccc(NC(=O)N(CCOC)C2CCN(C(C)=O)CC2)cc1	-4.4	6	-8	1	1	-2.3	-6	-6	0
COc1ccc(NC(=O)CSc2nnc(CNC(=O)c3ccco3)n2-c2ccccc2OC)cc1	0.6	-10	-1	4	6	-5.2	-17	-3	16
Brc1ccc(CSc2nccn2-c2ccccc2)cc1	-0.8	10	-5	2	1	-1.2	-8	-2	9
Cc1ccc(NC(=O)CN2CCN(Cc3ccccc3)CC2)cc1Cl	nt	-5	nt	4	4	nt	nt	0	nt
Cc1ccc(CNC(=O)C(OC(=O)c2cccs2)C(C)C)cc1 (stereo unspecified)	-3.3	-3	0	3	-7	-3.5	0	-9	-3
CCOC(=O)C1=C(c2ccccc2)N=c2s/c(=C\c3ccc(O)cc3)c(=O)n2C1c1cccs1 (stereo unspecified)	4.0	-34	30	-31	23*	3.6	-77	-5	5
O=C(CN1CCCC(O)C1)N1c2ccccc2Sc2ccc(C(F)(F)F)cc21 (stereo unspecified)	-0.7	-18	-2	7	1	-2.3	-26	5	17
O=C(Nc1nc2ccccc2c2nc3ccccc3n12)c1ccc(F)cc1	-6.5	nt	-12	nt	7	-0.8	-1	nt	-11
CCC(C)(C(=O)NC1CCCC1)N(C(C)=O)c1ccc(C)cc1 (stereo unspecified)	-2.2	13	2	5	-1	-0.2	-9	-6	19
Cc1ccnc(NC(=O)Nc2cccc(F)c2)c1	-3.1	-2	-2	4	-3	-0.7	-2	-5	13
O=C(O)C1(c2ccccc2)CCN(S(=O)(=O)c2ccc(Cl)s2)CC1	0.0	39	9	4	-5	-0.5	-3	-2	-6
CCN(CC)c1ccc(NC(=O)COc2ccc(-n3cnnn3)cc2)cc1	nt	12	nt	2	0	nt	nt	-1	nt
CCOC(=O)N1CCC2(CC1)C(C#N)=C(N)OC1=C2C(=O)CC(C)(C)C1	-2.1	3	9	2	0	-1.3	-8	-4	-13
CCOC(=O)C1=C(CS(=O)(=O)c2ccccc2)NC(=O)NC1c1ccccc1OCC (stereo unspecified)	1.4	8	6	3	0	-4.1	-20	2	0
O=S(=O)(NCCCN1CCOCC1)c1ccc(Cl)cc1	-3.0	-4	-5	0	8	-0.9	-18	-5	3
Nc1c(C(=O)NCc2ccco2)nnn1Cc1ccccc1	-0.6	-9	-8	5	4	-3.6	-8	-4	1
Cc1ccc(CNC(=O)C2CC(=O)OC23CCCC3)c(C)c1 (stereo unspecified)	-0.3	1	4	1	5	-2.5	8	-5	-8
CCC(C)(C)n1nnnc1C(c1ccc(C)cc1)N1CCSCC1 (stereo unspecified)	-5.3	-9	-7	4	0	-1.8	-18	-4	-8
CCN(CC)CCCNC(=S)N1CCN(c2nc3ccccc3n2CC)CC1	-1.6	15	-3	5	nt	-1.9	-3	-8	3
Cn1c(COc2nnc(-c3ccc(Cl)cc3)c3ccccc23)nc2ccccc21	-3.7	-6	2	-3	5	-2.1	-13	-4	-28
C/C(N)=C(/C#N)C(=O)CSc1nc(C2CCCCC2)n(-c2ccccc2)n1	-3.9	-10&15	-11	4&-1	4	-2.2	10	-8&-2	5
CCOC(=O)/C(=N\Nc1ccccc1Cl)N(C)C1CCCCC1	-2.9	-1	3	0	1	-2.1	-6	-8	-1
O=C(c1ccccc1)c1cccn1CC(=O)N1CCN(c2ccccc2)CC1	-2.1	5	3	2	9	-3.4	-1	-1	-2
CN(CCOc1ccccc1)C(=O)c1ccc2c(c1)OCO2	nt	-14	nt	3	0	nt	nt	-4	nt
COc1ccc(F)cc1S(=O)(=O)NCC1CCCO1 (stereo unspecified)	-1.6	3	-9	2	-2	-1.7	-14	0	6
CCOC(=O)Cn1nc(C)c(NC(=O)COc2ccccc2)c1C	-1.2	-35	-3	2	1	-2.4	-19	-4	24
CC1(C)Cc2c(ccc3ccccc23)C2=C(C(=O)N3CCCC3)C(=O)C(=O)N21	-1.5	1	9	0	nt	-5.8	-5	-4	14
CCCCCSc1nc2c(c(=O)[nH]c(=O)n2C)n1C(C)C	-2.3	-35	-7	0	1	-3.5	-8	nt	8
CC1CCN(C(=O)COC(=O)c2cc(=O)[nH]c3ccccc23)CC1	nt	2	nt	0	-3	nt	nt	-5	nt
CCOC(=O)N1CCN(C(=O)c2cc(COc3ccc(OC)cc3Cl)on2)CC1	-0.9	18	18	-11	5	-1.5	-16	0	6
COc1ccc(C(C(=O)NC2CCCC2)N(C(=O)c2snc(C(N)=O)c2N)c2ccccc2OC)cc1OC (stereo unspecified)	-3.2	10	-6	2	3	-3.4	1	-9	34
Cc1cc(C)c2nc(N(CCN(C)C)C(=O)c3ccc4ccccc4c3)sc2c1	-2.9	6	-85	4	2	-3.4	-21	-1	-5
O=[N+]([O-])c1ccc2[nH]ncc2c1	-6.3	-3	2	6	-2	-4.0	0	-5	13
C1CCc2nnc(C3CC3)n2CC1	-3.1	-10	-10	-1	3	-3.7	-1	4	9

By substructure, the entries above with a nitro group on carbon
SMILES	VIM-2 inhibitor	CRFBP-R2 block	NS3 helicase inh	IDE cell activ	IDE cell inh	IMP-1 inh	pCIP destab	GalR3 antagonist	SUMO HTRF inh
O=C(C1CCCCN1S(=O)(=O)c1ccccc1[N+](=O)[O-])N1CCOCC1 (stereo unspecified)	-2.7	-12	-5	5	4	-2.9	-4	-4	4
O=C(Cc1ccccc1[N+](=O)[O-])NCc1ccc(Cl)cc1	-2.6	24	4	0	4	-3.1	-16	-2	-4
O=[N+]([O-])c1ccc2[nH]ncc2c1	-6.3	-3	2	6	-2	-4.0	0	-5	13

The list continues.
SMILES	VIM-2 inhibitor	CRFBP-R2 block	NS3 helicase inh	IDE cell activ	IDE cell inh	IMP-1 inh	pCIP destab	GalR3 antagonist	SUMO HTRF inh
CCOC(=O)C(=O)c1c(-c2ccccc2)nc2ccccn12	-1.1	-4	-3	5	-2	0.3	4	-7	-5
C/C(=N\NC(=O)COc1ccccc1)c1ccc(O)cc1	-2.3	4	1	0	-1	-3.0	-3	-4	28
CCn1cc(CN2CCC(n3nccc3NC(=O)c3ccc(OC)cc3)CC2)cn1	0.7	-2	-20	3	2	-0.4	-3	-6	-6
CCC(=O)N/N=C(\C)CC(=O)Nc1cccc([N+](=O)[O-])c1	-1.7	12	4	0	-5	-1.7	4	4	-14
COc1ccc(OC)c(S(=O)(=O)N2CCCCC2C(=O)N2CCN(c3ccccn3)CC2)c1 (stereo unspecified)	-2.2	-24	-3	1	4	-2.1	1	14*	9
Cc1cccc(C(=O)OC(C)C(=O)NC2CCCc3ccccc32)c1O (stereo unspecified)	nt	7	nt	8	5	nt	nt	-1	nt
CC(C)NC(=O)CN1C(=O)c2ccccc2S1(=O)=O	-2.1	9	5	2	-1	-2.5	-13	0	15
COc1ccc(-n2nc3c(N4CCC(C(=O)NCCc5ccco5)CC4)nnc(C)c3c2C)cc1	4.0	2	-44	3	1	-4.3	6	-6	6
COc1cccc(/C=C/c2ccncc2)c1OC	-3.4	22	0	1	6	-6.3	-8	1	4
CC(C)CNc1oc(-c2ccccc2Cl)nc1C#N	-1.5	-16	9	4	6	-2.2	-4	-4	-3
COc1cc(OC)cc(-c2oc(=O)c3cc(OC)c(OC)cc3c2C(F)(F)F)c1	nt	11	nt	6	6	nt	nt	-2	nt
